GPR55 antagonists – GPR55 antagonists blocking LPI-driven arrestin recruitment, primary screen, imaging, U2OS, beta-arrestin-GFP, LPI agonist (AID 2013); inhibition, % at 10 µM, or IC50 in µM where a hit was titrated; U2OS GPR55 beta-arrestin-GFP translocation imaging, LPI antagonism; higher % means a stronger effect; 0.13% of 290,000 active;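 active means spots per cell inhibited over 60%, with over 100 cells counted and total cytoplasm intensity under 500,000; inconclusive means wells with under 100 cells, flagged as likely toxic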;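 further: U2OS cells stably carrying GPR55 and arrestin-GFP stimulated by 5 µM LPI near EC80; imaged beta-arrestin-GFP aggregate spots per cell after agonist stimulation; plate controls were LPI-stimulated DMSO wells for no effect and DMSO wells without LPI for full effect; some results filed as inactive read as strong as hits; confirmed hits need IC50 under 10 µM and bright autofluorescent wells are also inconclusive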
NTR1 agonist – agonists of NTR1, primary screen, imaging, U2OS cells, beta-arrestin-GFP, high content (AID 493036) | activation, % at 20 µM | 0.17% of 330,000 active | P30989 | NTR1-U2OS beta-arrestin-GFP spot imaging, agonist mode;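 active means activation at or above 40% of the spot to cytoplasm intensity ratio, with at least 20 cells analyzed; inconclusive means wells under 20 cells, flagged as cytotoxic or low count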;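 further: 0% = DMSO without peptide and 100% = 100 nM NTR1 peptide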
Target sequence (P30989 whole entry, looked up): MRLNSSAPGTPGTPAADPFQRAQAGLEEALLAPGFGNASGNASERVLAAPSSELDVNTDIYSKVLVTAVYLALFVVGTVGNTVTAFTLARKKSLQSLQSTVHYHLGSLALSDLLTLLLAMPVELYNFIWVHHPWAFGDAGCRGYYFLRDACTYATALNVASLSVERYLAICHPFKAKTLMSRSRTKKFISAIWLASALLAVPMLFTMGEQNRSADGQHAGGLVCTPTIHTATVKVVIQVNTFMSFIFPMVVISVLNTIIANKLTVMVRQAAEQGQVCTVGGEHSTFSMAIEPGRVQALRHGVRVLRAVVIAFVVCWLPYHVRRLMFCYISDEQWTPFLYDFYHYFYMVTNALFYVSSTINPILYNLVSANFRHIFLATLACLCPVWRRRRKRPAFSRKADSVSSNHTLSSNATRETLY
GPR35 antagonists – GPR35 antagonists blocking zaprinast-driven arrestin recruitment, primary screen, imaging, U2OS, beta-arrestin-GFP, zaprinast agonist (AID 2058); 0.052% of 290,000 active; U2OS GPR35 beta-arrestin-GFP translocation imaging, zaprinast antagonism; higher % means a stronger effect; one-dose inhibition, % at 10 µM; IC50 in µM for titrated hits;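 active means inhibition of at least 50% with at least 30 cells and total cytoplasm GFP at most 10,000,000; inconclusive means under 30 cells or total GFP of 10,000,000 plus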
MgcRacGAP inhibition – MgcRacGAP GTPase-activating activity inhibitors, confirmation, biochemical, ADP Hunter fluorescence; MgcRacGAP-stimulated Rac1 GTP hydrolysis, ADP Hunter fluorescence; higher % means a stronger effect; GST-tagged Rac1 F28L mutant substrate; inhibition, % at 30 µM; hits with a dose series show IC50 in µM; 0.6% of 340,000 active; AID 624330;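 active means first-screen hits whose inhibition reached a set limit at any dose in the follow-up dose series; inconclusive means inhibition above the set first-screen limit but never retested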;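 further: fluorescence reports GDP produced by GAP-driven GTP hydrolysis; strong numbers were not always called active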
Myeloid diff MLP – promotes myeloid progenitor differentiation. 1% of 360,000 active. calls only at 10 µM. ER-HoxA9 myeloid progenitors, lysozyme-GFP differentiation, flow cytometry;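 active means normalized GFP-positive differentiation at or above the plate's own cutoff, the solvent-only control mean plus 3 SD; inconclusive means no clear call, values can overlap the other calls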;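 further: cells exposed to compound for four days before flow analysis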
PhoP inhibition – PhoP-dependent GFP reporter repression – Salmonella Typhimurium, primary screen (AID 1863). S. Typhimurium PhoP-regulated promoter GFP reporter, 4 h; higher % means a stronger effect. inhibition, % at 50 µM, or IC50 in µM where a hit was titrated. 0.16% of 300,000 active;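 active means inhibition over 29.93%, a cutoff 3 SD above the screen mean, later confirmed by dose response; inconclusive means inhibition over 29.93% but no dose response follow-up; inactive means inhibition at most 29.93% or unconfirmed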;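 further: 0% = low Mg2+ inducing control and 100% = high Mg2+ repressing control; strong numbers were not always called active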
Siah-1 displacement – blockers of Siah-1 interaction with plectin peptide – biochemical, fluorescence polarization, rhodamine-plectin, uHTS, primary screen (AID 1817); Siah-1 / rhodamine-plectin peptide fluorescence polarization; higher % means a stronger effect; displacement, % at 20 µM; hits with a dose series show IC50 in µM; 0.02% of 290,000 active;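 active means displacement of at least 50% at 20 µM, with a fluorescence ratio check between 0.3 and a set limit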;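 further: plate controls were Siah plus tracer with DMSO for no effect and tracer alone without Siah for full effect; strong numbers were not always called active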
LYP phosphatase – PTPN22 lymphoid phosphatase activity blockers – biochemical, fluorescence intensity, uHTS (AID 1779) | recombinant LYP phosphatase, fluorescence intensity; higher % means a stronger effect | inhibition, % at 11.5 µM; hits with a dose series show IC50 in µM | 0.054% of 290,000 active; in the data active means inhibition above about 50%;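 further: plate controls were vehicle with enzyme for no effect and no enzyme for full effect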
HIV peptide binding – inhibitors of HIV fusion peptide binding, primary screen, biochemical, uHTS, fluorescence dequenching (AID 1986); cell-free peptide binding, fluorescence dequenching, 30 min; higher % means a stronger effect; one-dose inhibition, % at 20 µM; IC50 in µM for titrated hits; 0.3% of 290,000 active; in the data active means inhibition mostly above about 52%, no sharp cut-off; inactive means mostly below about 76%; further: some results filed as inactive read as strong as hits
NTR1 agonist cell count 20 µM – second read-out of NTR1 agonist, no call of its own (marks repeat the call); cell count; measured here: cell count, cytotoxicity flag
Myeloid diff MLP GFP+ MAC1+ % – second read-out of Myeloid diff MLP, no call of its own (marks repeat the call); GFP+ MAC1+ double positive, %; measured here: differentiation confirmed by MAC1 staining
The depositor's hits bear a star; i = inactive; u = inconclusive; x = not tested or not shown; + = active, no number. An unsorted share of the library. About 2.4% of those tested had a hit in this group.

Each structure is followed by: Myeloid diff MLP GFP+ MAC1+ %, LYP phosphatase, HIV peptide binding, GPR35 antagonists, GPR55 antagonists, Siah-1 displacement, NTR1 agonist, MgcRacGAP inhibition, Myeloid diff MLP, NTR1 agonist cell count 20 µM, PhoP inhibition
CCCc1nn2c(=O)cc(COc3ccc(NC(=O)c4ccco4)cc3)nc2s1
 : 5.7, -8.4%, 1.7%, 20.5%, -4.7%, 18.4%, -1.6, 9.8%, i, 56, -0.2%
CCCCC(=O)Nc1ccc(NC(=O)c2ccccc2[N+](=O)[O-])cc1OC
 : 0.6, -6.6%, -0.7%, -7.8%, -6.6%, -1.6%, 1.8, 7.1%, i, 66, -7.7%
O=C(NNC(=O)c1ccncc1)Nc1ccccc1
 : 3.4, -7.0%, -1.2%, 3.1%, -9.0%, 2.3%, -0.5, 7.7%, i, 54, 1.7%
CCOC(=O)CNC(=O)CSc1nnc(SCC(=O)NCC(=O)OCC)s1
 : 9.0, -5.6%, -0.9%, -16.0%, 6.1%, -0.8%, 1.4, 7.0%, i, 53, -1.8%
O=S(=O)(c1cccc(F)c1)N1CCN(Cc2ccc3c(c2)OCO3)CC1
 : 1.2, -10.1%, -1.1%, -2.2%, 4.4%, 2.7%, -1.2, 3.5%, i, 79, 17.3%
CCn1ncc(C(=O)Nc2cccc(Cl)c2)c1C
 : 1.5, -3.0%, -1.7%, -3.9%, 3.9%, -3.9%, -0.2, -19.1%, i, 81, -9.7%
NC(=O)CC[C@@H]1NC(=O)[C@@H]2CCCN2C(=O)c2cc([N+](=O)[O-])cc(F)c2NCCC[C@@H](C(N)=O)NC1=O
 : 0.4, -3.0%, 1.7%, -2.0%, 5.2%, -0.2%, -3.3, 9.2%, i, 91, -9.7%
CCCCn1c(N)c(N(Cc2ccccc2OC)C(=O)CCSC)c(=O)[nH]c1=O
 : 2.2, -7.7%, -0.7%, -6.2%, -3.3%, -0.7%, -0.4, 5.4%, i, 61, -4.1%
Cc1ccc(CCNc2ccccc2C)cn1
 : 0.9, 2.4%, 2.2%, -3.7%, -6.1%, -1.4%, -1.7, 6.7%, i, 40, 7.2%
O=C(NCc1ccccc1)c1c(F)c(F)c(F)c(F)c1F
 : 1.2, -12.6%, -2.2%, -16.5%, -14.0%, -5.8%, -0.2, -3.4%, i, 77, -1.1%
Cc1ccc(NC(=O)c2nc(S(=O)(=O)Cc3ccccc3)ncc2Cl)cc1
 : x, -6.6%, -1.7%, 14.3%, 9.8%, -3.9%, -1.5, 1.0%, u, 46, -13.8%
CCOC(=O)c1nc(NNC(=O)c2ccc([N+](=O)[O-])cc2)sc1C
 : 0.1, -14.9%, 2.6%, -7.4%, -3.4%, -10.3%, 0.0, 1.7%, i, 76, 8.5%
Oc1oc(-c2ccccc2Br)nc1C=Nc1ccc(Br)cn1
 : 0.1, -6.6%, -0.2%, 8.6%, 2.4%, -3.1%, 1.2, -3.5%, i, 65, -0.9%
CCOc1cccc(OCCOc2ccc(C(=O)c3ccccc3)cc2)c1
 : 0.2, 0.0%, -1.5%, -8.0%, 1.0%, 0.7%, -2.5, 7.3%, i, 45, -7.4%
CN1CCN(C(=O)c2ccc(CN(c3ccccc3)S(=O)(=O)c3ccccc3)cc2)CC1
 : 0.1, -7.2%, 0.8%, -9.8%, 4.6%, -5.7%, 1.8, 7.5%, i, 37, -3.3%
O=c1c2cc(Br)ccc2nc(-c2cccc(Cl)c2)n1O
 : 0.9, -4.7%, 4.7%, 2.8%, -6.4%, -2.0%, 3.4, 3.6%, i, 97, -3.9%
COc1ccc(CNCC(O)COCc2cccs2)cc1 (configuration not stated)
 : 0.4, -3.5%, -0.7%, -13.9%, -2.9%, 3.7%, -0.8, 15.4%, i, 57, 4.4%
COc1cc2c(cc1OC)C(c1cccc(Cl)c1Cl)CC(=O)N2 (configuration not stated)
 : 0.7, -3.0%, 0.2%, -6.0%, 14.7%, -1.1%, 0.7, -12.4%, i, 69, -2.4%
Cc1ccc(C)c(NS(=O)(=O)c2cc(C(=O)Nc3ccccc3-c3ccccc3)ccc2C)c1
 : 6.0, 6.6%, 1.8%, -7.0%, -2.5%, 1.8%, 2.3, 1.3%, i, 49, 5.3%
O=C(CSCc1ccccc1Cl)NN1C(=O)c2ccccc2C1=O
 : 0.2, -7.2%, -2.7%, 6.0%, -3.3%, -3.3%, 0.0, 8.1%, i, 59, -10.0%
O=C(O)c1cccc(N2C(=O)CSC2=S)c1
 : 0.6, -5.8%, 3.5%, 3.4%, 10.6%, 18.8%, -1.0, 11.7%, i, 79, -5.2%
CCCn1c(=N)n(CCOc2ccc(OC)cc2)c2ccccc21
 : 1.2, 0.9%, -1.6%, -7.3%, 18.7%, 3.8%, -1.0, 12.9%, i, 68, 1.5%
O=S(=O)(/N=C(/Nc1ccc(F)cc1F)c1ccccc1)c1ccc(Br)cc1
 : x, -6.1%, 1.2%, -23.2%, -1.2%, 0.5%, 2.3, x, x, 86, 2.9%
CCn1cc(C(=O)Nc2sc(C)c(C)c2C(=O)OC)cn1
 : 0.7, -0.1%, -0.3%, -1.8%, 3.8%, 16.6%, 0.0, 9.3%, i, 44, 7.1%
O=C(CSc1nncs1)N1CCN(C(=O)c2ccco2)CC1
 : 1.1, x, x, x, x, x, 0.1, 4.6%, i, 73, -6.2%
COc1cc(C(=O)Nc2ccccc2C(=O)Nc2ccccn2)cc(OC)c1OC
 : x, -5.8%, -0.4%, -6.9%, x, 0.1%, 4.0, 9.3%, u, 45, -4.2%
CCCn1c(C(C)NC(=O)c2ccccc2)nc2ccccc21 (configuration not stated)
 : 3.7, 0.1%, 2.8%, -5.6%, -8.2%, 8.0%, x, 5.5%, i, x, 0.6%
O=C(NC1CCCC1)C(c1ccncc1)N(Cc1ccccc1F)C(=O)c1csnn1 (configuration not stated)
 : 1.5, -7.0%, -0.8%, -11.7%, 2.7%, 1.1%, -0.1, 13.2%, i, 50, 2.1%
COc1ccc(N(CC(=O)NCc2ccc(F)cc2)C(=O)c2snc(C(N)=O)c2N)cc1
 : 0.9, -8.5%, 1.5%, -5.7%, 2.6%, -0.4%, -0.6, 6.8%, i, 35, -1.9%
NC(=O)CCSC(=S)N1CCOCC1
 : 0.5, -4.6%, -1.3%, -20.2%, 2.5%, -4.4%, -1.6, -4.5%, i, 39, -1.6%
O=C(Cc1cc(C(=O)O)c2ccccc2n1)Nc1ccccc1
 : 0.1, -3.3%, 7.1%, 3.4%, -9.4%, -7.8%, 3.6, 3.4%, i, 39, 1.4%
O=C(COc1ccccc1-c1ccccc1)N/N=C/c1ccc2ccccc2c1
 : x, 2.9%, -0.6%, -2.9%, -3.5%, 0.9%, x, 6.3%, u, x, -2.3%
COc1ccc(CCNC(=O)CCNS(=O)(=O)c2cccc3nonc23)cc1OC
 : 1.2, -0.3%, 0.2%, 5.9%, 1.5%, -3.3%, 0.1, 10.3%, i, 51, -8.6%
CN(c1ccc(OCC(=O)NCc2cccnc2)cc1)S(=O)(=O)c1ccc(Cl)cc1
 : 0.7, -3.2%, -0.9%, -10.7%, 5.5%, 4.7%, 2.1, 6.8%, i, 49, -0.4%
C/C(=C\c1cccc(Br)c1)C(=O)c1c(C)cc(C)[nH]c1=O
 : 0.6, -5.7%, -1.4%, 6.0%, 11.1%, -3.9%, -0.2, 3.8%, i, 33, -3.5%
Cc1ccc(S(=O)(=O)c2nc(Nc3ccccc3N3CCOCC3)sc2Cl)cc1
 : 1.3, 0.6%, -0.7%, -3.0%, 27.9%, 1.3%, 2.5, 11.5%, i, 41, -6.3%
CN(NC(=O)c1cccc(Cl)c1)c1nc(-c2ccccc2)nnc1C(F)(F)F
 : 1.2, 5.8%, -1.4%, 13.2%, 3.5%, -3.5%, 6.6, 11.6%, i, 49, 10.1%
CN(CC(=O)O)S(=O)(=O)c1ccc2c(c1)NC(=O)CC(=O)N2
 : 0.2, -4.6%, -0.5%, 12.2%, 2.4%, 4.0%, -0.9, 3.0%, i, 61, -10.4%
COc1cc(OC)cc(C(=O)N2CCN(Cc3ccccc3Br)CC2)c1
 : 0.3, 0.6%, 1.6%, 11.1%, -3.8%, 3.3%, 0.5, 325µM*, i, 32, x
COc1ccc(CNC(=O)c2c(O)c3cc(OC)c(OC)cc3[nH]c2=O)cc1OC
 : 0.4, -9.6%, -0.5%, 7.0%, -7.6%, 16.7%, -0.4, 4.4%, i, 54, 0.3%
CCc1nc2ccccc2c(C(=O)OC2CCOC2=O)c1C (configuration not stated)
 : 0.4, 0.8%, 4.0%, -1.0%, -5.0%, -0.1%, -1.3, 1.4%, i, 81, -5.9%
Cc1cc(N2CCN(C)CC2)nc2ccc(NC(=S)N3CCCCCC3)cc12
 : 0.3, -8.6%, -2.2%, 4.5%, 8.2%, -16.8%, 0.3, 15.4%, i, 37, -7.2%
Cc1cc(C)cc(-n2ncc3c2CCCC3NC(=O)c2cc(C)oc2C)c1 (configuration not stated)
 : 1.6, -1.0%, 1.0%, 10.2%, 5.2%, 0.0%, -0.1, 6.8%, i, 52, -3.7%
O=C(NC(=S)Nc1ccc2oc(-c3cccnc3)nc2c1)c1cccc(Cl)c1
 : x, 6.5%, -0.7%, -1.3%, 12.3%, -3.3%, 9.8, 13.0%, x, 28, 4.5%
Cc1ccc(OCc2nnc(SCC(=O)N3CCOCC3)n2C)cc1
 : 6.6, -20.7%, -0.3%, -2.3%, -7.9%, -0.3%, 0.0, 5.8%, i, 77, 2.9%
O=C(CC1C(=O)NCCN1Cc1cccc(Oc2ccccc2)c1)NCCc1ccccn1 (configuration not stated)
 : 2.9*, -7.2%, 15.6%, 20.9%, -1.0%, -1.5%, -0.7, -1.2%, +, 62, 10.5%
COc1ccc(OC)c(/C=N/NC(=O)c2nnn(-c3nonc3N)c2-c2cccs2)c1
 : 1.5, -7.7%, 2.1%, -4.4%, -5.7%, 0.8%, 2.5, 8.1%, i, 58, 6.7%
Cc1ccc(S(=O)(=O)N2CCCC2CNC(=O)c2ccc(F)c(F)c2)cc1 (configuration not stated)
 : 0.6, x, x, x, x, x, -1.3, 2.6%, i, 57, 4.8%
COc1ccc(/C=C2/C(=O)N=C(N)N2C)cc1OC
 : 1.0*, -3.8%, 1.6%, -4.9%, -2.0%, -2.9%, -0.4, 4.5%, +, 44, -13.3%

Screening data as filed in PubChem.
